Source: PubChem (Broad Institute)
LGR2 inh = inhibitors of bursicon-induced LGR2 CRE-luciferase signal, primary screen, cell-based, HEK293, CRE-luciferase reporter, bursicon stimulation | inhibition, % at 9.99 µM | actives 0.35% (n = 380,000) | Drosophila bursicon receptor LGR2 (rickets) | bursicon-stimulated, 4 h;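 active = drop in luminescence signal, shown as inhibition above about 50% in the replicate tests, limit read from the data, passing the limit was not always enough; inconclusive = probably only some replicates passing the limit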;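 also: agonist challenge used bursicon conditioned medium at about half maximal strength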
Cneo AK release = Cryptococcus neoformans cell lysis inducers, primary screen, AK release luminescence, single concentration; C. neoformans lysis, adenylate kinase release luminescence, 4 h; normalised: neutral wells 0, clomiphene wells 100; lysis activity, % at 15 µM; actives 0.2% (n = 360,000); AID 651654, 2012;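 active = mean lysis activity across replicates of at least 80%, whatever share of replicates individually reach that level; inactive = mean lysis activity below 80%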
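Material – Cryptococcus neoformans yeast cells · Quantity – 5 × 10^6 yeast cells/mL · Buffer or medium – YPD medium · Compound – single dose · Timing – 4 h static compound exposure, 37 °C, read 1 h post-reagent · Signal – adenylate kinase release luminescence · Read-out basis – lysis from increased AK signal · Benchmarks – Clomiphene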
FN deposition inh = inhibitors of fibronectin matrix deposition, primary screen, AH1F cells, Alexa488-fibronectin fluorescence, plate reader. AH1F fibroblasts, overnight. inhibition, % at 12.6 µM. actives 0.086% (n = 350,000);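 active = mean inhibition across replicates of 30% or more, regardless of how many single replicates reach that level; inconclusive = mean under 30% yet at least half of replicates reach 30%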;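 also: positive control wells lacked labelled fibronectin entirely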
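Schedule: 1 h cell adhesion before compound, then overnight fibronectin incubation; test system: AH1F fibroblast monolayer depositing Alexa488-labelled fibronectin into matrix; quantity: 10000 AH1F cells per well; probe or stimulus: fluorescent fibronectin at 24 nM final; signal: fluorescence, ex 485 nm, em 525 nm; evaluation: percent inhibition as loss of matrix-bound fibronectin fluorescence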
PAX8 inh HTS = inhibitors of PAX8-driven TPO luciferase reporter, primary screen, RMG-I cells, single concentration | SteadyGlo, 24 h | inhibition, % at 12.6 µM | actives 1.2% (n = 360,000) | AID 652154, 2013;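 active = mean replicate inhibition at least 60% with every replicate also reaching 60%; inconclusive = only one of the two criteria is met; inactive = mean below 60% and not all replicates reaching 60%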;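 also: luciferase light reporting Pax8 driven TPO promoter activity; plate controls were median of neutral control wells for no effect and mitoxantrone controls for full effect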
EWS-Fli block = EWS/Fli-driven NR0B1 reporter inhibitors, primary screen, A673 cells, NR0B1 luciferase, luminescence, MLPCN library | viability-normalised | inhibition, % at 12.6 µM | actives 0.67% (n = 350,000);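 active = mean inhibition of at least 50% after viability correction, with every replicate also passing that limit; inconclusive = mean reaches 50% but only one of two replicates passes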;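 also: firefly luciferase signal divided by Alamar Blue viability fluorescence both relative to DMSO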
miR-122 sensor = miR-122 Renilla sensor signal increase in Huh7, primary screen, miR-122 inhibitor project, cell-based, single point, plate reader | Huh7 miR-122 Renilla luciferase sensor, 48 h; neutral wells = 0, positive control = 100 | activation (reporter increase), % at 12.5 µM | actives 0.3% (n = 340,000) | AID 602342, 2012;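 active = mean replicate activation score at least 90 and every replicate individually at or above 90; inconclusive = only one of the two criteria met; inactive = neither criterion met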;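 also: higher luciferase means less miR-122 activity so hits act as miR-122 inhibitors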
PGC1a acetyl inh = inhibitors of PGC1a acetylation signal, primary screen, cell-based, U2OS, AlphaScreen, inhibitor mode. AlphaScreen anti-acetyl-lysine; with virally co-expressed GCN5 acetyltransferase. actives 0.17% (n = 350,000). inhibition, % at 15.6 µM;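 active = every replicate shows inhibition of at least 40%; inconclusive = mean inhibition at least 40% but some replicate below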;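 also: 0% = neutral control wells and 100% = positive control wells; some results beyond the cut were filed as inactive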
CASP6 VEID inh = human caspase-6 inhibitors, primary screen, biochemical, VEID-R110 fluorescence, single point, set 2. P55212. purified caspase-6, Z-VEID-R110 cleavage fluorescence. inhibition, % at 12.5 µM. actives 0.53% (n = 350,000). AID 686996, 2013;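 active = mean inhibition across replicates at least about 35%, with every replicate also reaching that limit, limit read from the data; inconclusive = only one of the two criteria met; inactive = neither criterion met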;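 also: 0% = median of neutral control wells and 100% = no fluorescence left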
Target sequence (P55212 24-179 limits assumed): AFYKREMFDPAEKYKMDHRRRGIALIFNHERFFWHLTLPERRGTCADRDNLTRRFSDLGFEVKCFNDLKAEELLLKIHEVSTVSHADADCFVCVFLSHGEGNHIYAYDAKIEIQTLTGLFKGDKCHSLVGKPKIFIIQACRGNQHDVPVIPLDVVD
Target sequence (P55212 194-293 limits assumed): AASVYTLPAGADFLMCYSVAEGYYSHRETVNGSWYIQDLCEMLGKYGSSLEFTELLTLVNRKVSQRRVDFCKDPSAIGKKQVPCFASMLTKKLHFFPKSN
An asterisk follows results filed as active; ? = inconclusive; / = not tested or not shown; & = joins results of further samples; [ ] = another dose, or the depositor's remark.

Preview (two entries):
The line under a structure holds: LGR2 inh	Cneo AK release	FN deposition inh	PAX8 inh HTS	EWS-Fli block	miR-122 sensor	PGC1a acetyl inh	CASP6 VEID inh
CCOC(=O)c1cnc2c(OC)cccc2c1N1CCN(c2ccccc2OC)CC1
→ /	30	-3	24	/	3	-19	/
O=C(Cc1ccncc1)NCC[C@@H]1CC[C@H](NC(=O)C2CCCC2)[C@@H](CO)O1
→ -5	-1	16	5	2	-7[16.7 µM]	-5	-1

Results, from the start:
The line under a structure holds: LGR2 inh	Cneo AK release	FN deposition inh	PAX8 inh HTS	EWS-Fli block	miR-122 sensor	PGC1a acetyl inh	CASP6 VEID inh
CCOC(=O)c1cnc2c(OC)cccc2c1N1CCN(c2ccccc2OC)CC1
→ /	30	-3	24	/	3	-19	/
O=C(Cc1ccncc1)NCC[C@@H]1CC[C@H](NC(=O)C2CCCC2)[C@@H](CO)O1
→ -5	-1	16	5	2	-7[16.7 µM]	-5	-1
CCOC(=O)c1c(NC(=O)c2c(Br)cnn2C)c(C#N)nn1-c1ccccc1
→ -1	7	/	/	21	-5	-3	/
Cc1ccccc1CN1CCN(CC2CC2)CC1CCO (stereo unspecified)
→ -1	6	4	3	18	10	-1	-3
Cc1cc(S(=O)(=O)N2CCN=C2c2ccccc2)c(C)cc1Cl
→ 5	/	-8	-5	3	/	/	1
COc1cc(O)oc1C=Nc1ccc(C(F)(F)F)cc1
→ /	-1	-34	/	/	-5	2	/
O=C(CC1CC1)N1[C@@H]2CN(S(=O)(=O)c3ccc(F)cc3)c3ccccc3[C@@H]2[C@@H]1CO
→ -8	3	/	0	2	12[16.7 µM]	1	2
CC1CC(=O)NN1C(=O)c1ccccc1 (stereo unspecified)
→ 0	/	-10	4	-2	/	/	-2
C[C@@H]1CN([C@@H](C)CO)S(=O)(=O)c2ccc(Br)cc2O[C@@H]1CN(C)C(=O)c1ccc(F)cc1
→ -3&38	-1&1	3	12&-14	4&-7	3	-17	2&1
C[C@@H]1CCCCO[C@H](CN(C)C(=O)NC2CCCCC2)[C@H](C)CN([C@@H](C)CO)C(=O)c2cc(N(C)C)ccc2O1
→ 8	-4	-16	20	0	0[16.7 µM]	-9	-1
C[C@@H]1CN([C@@H](C)CO)C(=O)c2cccc(NC(=O)c3cnccn3)c2O[C@@H]1CN(C)Cc1ccccc1
→ -4	-4	/	2	0	35[16.7 µM]	/	0
COCC(=O)N1C[C@@H](C)[C@@H](OC)CN(C)C(=O)c2cc(NC(=O)c3ccccc3)ccc2OC[C@@H]1C
→ 4	-4	-8	-42	2	/	-14	0
CC(C)c1ccc(NC(=O)CC2Oc3ccccc3NC2=O)cc1 (stereo unspecified)
→ -9	0	-8	1	5	1	/	2
Cc1ccc(S(=O)(=O)N[C@H]2CC[C@H](CCNC(=O)c3ccccc3F)O[C@H]2CO)cc1
→ -7	22	/	-4	-3	-1[16.7 µM]	1	1
O=C(C1CCCN(c2nnc(-n3cccc3)s2)C1)N1CCN(c2ccccc2)CC1 (stereo unspecified)
→ -4	2	-4	2	-4	3	-7	1
C[C@@H]1CN([C@H](C)CO)C(=O)c2cc(/C=C/c3ccccc3)cnc2O[C@H]1CN(C)C(=O)C1CCCCC1
→ 0	2	/	/	-1	-2[16.7 µM]	2	0
O=C(Cc1cccnc1)N1CC(=O)N2[C@H](C1)[C@H](c1ccc(C3=CCCCC3)cc1)[C@@H]2CO
→ 16	/	8	9	-26	/	3	-4
CC(=O)N1CC2(C1)[C@H](c1ccccc1)[C@@H](CO)N2C(=O)Cc1ccccc1
→ 8	/	-13	/	1	/	9	1
COc1cc2nc(C3CCC3)n(N)c(=O)c2cc1OC
→ -3	-2	-4	5	19	3	-13	-1
CCOC(=O)C1(C)NC(c2ccc(OC)cc2OC)C2C(=O)N(CC)C(=O)C21 (stereo unspecified)
→ -12	/	-3	3	3	/	-17	0
CCOP(=O)(OCC)c1cccc(P(=O)(c2ccccc2)c2ccccc2)c1O
→ -14	1	-5	35	-5	/	/	-2
COc1ccc(NC(=O)c2oc3ccccc3c2CSC)cc1S(=O)(=O)N1CCOCC1
→ 4	0	-5	/	-1	-5	-2	9
C[C@H](CO)N1C[C@H](C)[C@@H](CN(C)Cc2ccncc2)Oc2ccc(NS(=O)(=O)c3cn(C)cn3)cc2C1=O
→ /	-2	/	11	-1	-1[16.7 µM]	0	-6
O=C(NCc1ccccn1)Nc1ccccc1Cl
→ -23	1	/	-45	/	/	/	1
Cc1cc(S(=O)(=O)NCCc2ccncc2)cc(C)c1F
→ 0	/	-6	-4	-11	/	-6	-6
CC(C)n1nnnc1SCC(=O)Nc1ccc2c(c1)OCO2
→ /	3	-1	-28	/	-4	-2	/
CC=Cc1ccc2n(c1=O)C[C@@H]1[C@@H](CO)[C@H](C(=O)N3CCCCC3)[C@H]2N1Cc1ccccn1 (mixture of isomers)
→ -6	-4	/	-9	-9	/	/	/
COc1ccc(-c2ccc3n(c2=O)C[C@H]2[C@H](CO)[C@@H](C(=O)N4CCCCC4)[C@@H]3N2C)cc1
→ 21	2	/	-4	3	0[16.7 µM]	/	0
O=[N+]([O-])c1cc([N+](=O)[O-])c(Oc2c(F)cccc2F)cc1NN1CCCCC1
→ -2	3	-22	10	6	6	-4	-3
C[C@H](CO)N1C[C@H](C)[C@@H](CN(C)C(=O)C2CCOCC2)Oc2cc(C3=CCCC3)ccc2S1(=O)=O
→ -1	0	10	-15	-7	26[16.7 µM]	-8	-2
CC(C)c1ccc2nc(NC(=O)C3CC3)sc2c1
→ -113	-4	6	-183	-57	12	-16	1
COc1ccccc1CNC(=O)C[C@@H]1C[C@@H]2c3cc(NC(=O)c4ccc5c(c4)OCO5)ccc3O[C@@H]2[C@@H](CO)O1
→ 5	-5	/	-7	-7	-2[16.7 µM]	-7	5
C[C@H](CO)N1C[C@H](C)[C@H](CN(C)C(=O)Nc2ccccc2)Oc2ncc(C#CC3CCCCC3)cc2C1=O
→ 13	0	-4	9	4	/	6	/
CCOC(=O)CNC(=O)CSc1nc2c(C)cccc2cc1CC
→ 9	/	5	54	5	-10	-10	-3
C[C@@H]1CN([C@H](C)CO)C(=O)c2cc(-c3ccncc3)cnc2O[C@@H]1CN(C)C(=O)C1CCC1
→ 10	/	/	/	-10	-1[16.7 µM]	4	/
O=C(c1ccc(Cl)c(S(=O)(=O)N2CCCC2)c1)N1CCN(c2ccc(F)cc2)CC1
→ -14	/	/	20	-4	/	5	0
Cc1sc2ncnc(N3CCN(Cc4ccccc4)CC3)c2c1-c1ccc(F)cc1
→ 1	2	-4	-5	47	4	7	-4
C[C@@H]1CN([C@H](C)CO)C(=O)Cc2cc(NS(=O)(=O)c3ccc(F)cc3)ccc2O[C@@H]1CN(C)Cc1ccc(C(F)(F)F)cc1
→ -9	1	-7	-13	8	2[16.7 µM]	13	1
Cc1cccc(CNC(=O)C2CCC(=O)N(C3CC3)C2)c1 (stereo unspecified)
→ -16	1	4	-4	-16	/	/	-3
Cc1ccc(CC(NC(=O)c2ccc(C)cc2)C(=O)O)cc1 (stereo unspecified)
→ -2	2	8	-4	-2	-6	6	0

Entries of single compounds from above:
Listed for CCOC(=O)CNC(=O)CSc1nc2c(C)cccc2cc1CC = LGR2 inh: 9; Cneo AK release: /; FN deposition inh: 5; PAX8 inh HTS: 54; EWS-Fli block: 5; miR-122 sensor: -10; PGC1a acetyl inh: -10; CASP6 VEID inh: -3
Listed for C[C@@H]1CN([C@H](C)CO)C(=O)Cc2cc(NS(=O)(=O)c3ccc(F)cc3)ccc2O[C@@H]1CN(C)Cc1ccc(C(F)(F)F)cc1 = LGR2 inh: -9; Cneo AK release: 1; FN deposition inh: -7; PAX8 inh HTS: -13; EWS-Fli block: 8; miR-122 sensor: 2[16.7 µM]; PGC1a acetyl inh: 13; CASP6 VEID inh: 1

Next part
The line under a structure holds: LGR2 inh	Cneo AK release	FN deposition inh	PAX8 inh HTS	EWS-Fli block	miR-122 sensor	PGC1a acetyl inh	CASP6 VEID inh
COc1ccc(N2C[C@H](Cc3ccccc3)[C@@H](CC(=O)Nc3ccccc3)C2=O)cc1
→ 4	-1	-3	3	-2	8	-6	-3
CO[C@@H]1CN(C)C(=O)c2cc(NC(=O)c3cccc(F)c3)ccc2OC[C@@H](C)N(CC2CC2)C[C@@H]1C
→ 0	4	5	-12	7	/	-4	-2
CO[C@H]1CN(C)C(=O)c2ccc(NC(=O)CC(F)(F)F)cc2OC[C@H](C)N(C(=O)C2CCCCC2)C[C@@H]1C
→ 0	/	-3	2	15	/	-3	0
COc1ccc(S(=O)(=O)Cc2ccc(C(=O)N3CCCC3)o2)cc1
→ -11	1	2	8	0	-3	8	2
C[C@H]1CN([C@@H](C)CO)C(=O)c2c(c3ccccc3n2C)-c2ccccc2CO[C@H]1CN(C)C(=O)Nc1ccc2c(c1)OCO2
→ 6	-2	-12	?	-37	/	-11	-1
O=C(NC1CC1)c1ccc(CSCc2cccc(F)c2)o1
→ -32	-2	-2	5	6	-5	7	3
C/C(=N\NC(=O)c1ccc(C)cc1)c1c(C)[nH]n(-c2ccccc2)c1=O
→ -18	1	7	35	-2	/	/	-9
CN(Cc1nc(-c2cnccn2)no1)CC(O)c1ccccc1 (stereo unspecified)
→ 4	6	5	-13	-3	-4	-5	-3

Some of these compounds in order of length of the SMILES, lowest first.
The line under a structure holds: LGR2 inh	Cneo AK release	FN deposition inh	PAX8 inh HTS	EWS-Fli block	miR-122 sensor	PGC1a acetyl inh	CASP6 VEID inh
O=C(NCc1ccccn1)Nc1ccccc1Cl
→ -23	1	/	-45	/	/	/	1
O=C(NC1CC1)c1ccc(CSCc2cccc(F)c2)o1
→ -32	-2	-2	5	6	-5	7	3
CCOP(=O)(OCC)c1cccc(P(=O)(c2ccccc2)c2ccccc2)c1O
→ -14	1	-5	35	-5	/	/	-2
CCOC(=O)c1c(NC(=O)c2c(Br)cnn2C)c(C#N)nn1-c1ccccc1
→ -1	7	/	/	21	-5	-3	/
COc1ccc(N2C[C@H](Cc3ccccc3)[C@@H](CC(=O)Nc3ccccc3)C2=O)cc1
→ 4	-1	-3	3	-2	8	-6	-3
C[C@@H]1CN([C@H](C)CO)C(=O)c2cc(-c3ccncc3)cnc2O[C@@H]1CN(C)C(=O)C1CCC1
→ 10	/	/	/	-10	-1[16.7 µM]	4	/

Outcome played no part in choosing rows; about 2.5% have a hit in one of these screens.
